Screens: PubChem BioAssay, National Center for Advancing Translational Sciences (NCATS)
ALOX12 inh: ALOX12 (human) lipoxygenase inhibition | P18054 | purified 12hLO, xylenol orange hydroperoxide absorbance | Potency, µM (top dose mostly 108 µM), inactives show at the highest dose activity change, negative = inhibition, actives largely listed as inhibitors | 580,000 compounds, 1.1% hits; further: on the % scale 0 is the no-effect control and ±100 the full control effect
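Hydroperoxide product was detected by ferrous iron/xylenol orange as the 573 to 405 nm absorbance ratio. Arachidonic acid at 40 uM (final) was turned over for 30 min at room temperature by 150 nM human 12hLO, pH 7.0 Hepes buffer, after 15 min compound preincubation.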
HP1b chromo inh: blocks HP1-beta chromodomain binding to methylated histone tails. P83916. AlphaScreen HP1-beta / biotin-H3K9me3 peptide binding. Potency, µM (series often up to 114 µM), inactives show at the highest dose activity change, negative = inhibition, usual class: inhibitors. 390,000 compounds, 0.56% hits; further: nearly all actives have a fitted effect of over 70% in size; inactives centre near 23
Target sequence (P83916 whole entry, looked up): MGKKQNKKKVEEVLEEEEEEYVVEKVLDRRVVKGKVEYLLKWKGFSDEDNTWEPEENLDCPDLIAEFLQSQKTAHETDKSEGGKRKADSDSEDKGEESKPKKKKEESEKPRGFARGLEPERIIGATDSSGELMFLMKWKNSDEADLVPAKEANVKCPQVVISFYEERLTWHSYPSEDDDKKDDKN
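Compound inhibition of the preformed complex between 50 nM HP1-beta and 50 nM biotinylated H3K9me3 peptide was read by AlphaScreen. Buffer was PBS pH 7.4 with 0.01% Tween-20. Incubations ran 30 min at room temperature, with 10 ug/mL donor/acceptor beads.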
rTrxR1 inhibitor: blocks rat thioredoxin reductase 1; recombinant rTrxR1, NADPH fluorescence consumption, selenite substrate; Potency, µM (doses to about 114 µM), for the others: at the top dose activity change, negative = inhibition, actives largely listed as inhibitors; 390,000 compounds, 1% hits; further: on the % scale 0 is the no-effect control and ±100 the full control effect; nearly all actives have a fitted effect of over 65% in size
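Rat TrxR1 (90 nM in the dispensed reagent) was pre-reduced with 400 uM NADPH for 5 min at room temperature, then incubated with compound for 15 min. After 400 uM selenite was added, NADPH fluorescence (Ex 340/Em 450 nm) was followed for 8 min.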
Tb PGK inh: T. brucei PGK inhibition. P07378. 380,000 compounds, 0.043% hits. Potency, µM (top dose mostly 57.5 µM), without a hit: at the highest dose activity change, negative = inhibition, actives largely listed as inhibitors. PGK/GAPDH coupled, Kinase-Glo luminescence, 60 min; further: on the % scale 0 is the no-effect control and ±100 the full control effect; nearly all actives have a fitted effect of over 60% in size
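Luminescent ATP detection (Kinase-Glo Plus) follows a 60-minute room-temperature incubation, with wells lacking PGK as controls. Buffer: 100 mM TEA (pH 7.6), 5 mM MgCl2, 0.01% Tween-20. Coupling enzyme GAPDH (100 nM final) supplies unstable 1,3-BPG in-well.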
RGS4 inhibitor: human RGS4 inhibition. P49798. Transcreener GDP fluorescence polarization, RGS4-accelerated GTP hydrolysis. Potency, µM (series often up to 114 µM), inactives show top-dose activity change, negative = inhibition, usual class: inhibitors. 390,000 compounds, 0.039% hits. AID 504845; further: on the % scale 0 is the no-effect control and ±100 the full control effect; nearly all actives have a fitted effect of over 75% in size; some results filed as inactive show a strong effect at the top dose
Target sequence (P49798 whole entry, looked up): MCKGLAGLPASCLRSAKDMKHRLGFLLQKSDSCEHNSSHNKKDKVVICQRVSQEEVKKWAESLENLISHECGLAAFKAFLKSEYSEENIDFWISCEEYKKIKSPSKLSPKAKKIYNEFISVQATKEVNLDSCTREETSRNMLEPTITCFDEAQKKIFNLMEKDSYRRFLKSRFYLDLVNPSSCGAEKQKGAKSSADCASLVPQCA
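MLSMR compounds (23 nl, pin-transferred) preincubated 10 min at room temperature with a 500nM (2x) first reagent, then RGS4 at 900nM (2x) plus Transcreener GDP mix added; fluorescence polarization (620/688 nm) read before and after 90 min at 30 °C.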
GLS inhibitor: glutaminase GLS (human) inhibition | O94925 | GLS enzymatic activity, qHTS titration | Potency, µM (series often up to 45.5 µM), without a hit: at the highest dose activity change, negative = inhibition, usual class: inhibitors | 410,000 compounds, 0.21% hits | AID 624170; further: on the % scale 0 is the no-effect control and ±100 the full control effect
Target sequence (O94925 whole entry, looked up): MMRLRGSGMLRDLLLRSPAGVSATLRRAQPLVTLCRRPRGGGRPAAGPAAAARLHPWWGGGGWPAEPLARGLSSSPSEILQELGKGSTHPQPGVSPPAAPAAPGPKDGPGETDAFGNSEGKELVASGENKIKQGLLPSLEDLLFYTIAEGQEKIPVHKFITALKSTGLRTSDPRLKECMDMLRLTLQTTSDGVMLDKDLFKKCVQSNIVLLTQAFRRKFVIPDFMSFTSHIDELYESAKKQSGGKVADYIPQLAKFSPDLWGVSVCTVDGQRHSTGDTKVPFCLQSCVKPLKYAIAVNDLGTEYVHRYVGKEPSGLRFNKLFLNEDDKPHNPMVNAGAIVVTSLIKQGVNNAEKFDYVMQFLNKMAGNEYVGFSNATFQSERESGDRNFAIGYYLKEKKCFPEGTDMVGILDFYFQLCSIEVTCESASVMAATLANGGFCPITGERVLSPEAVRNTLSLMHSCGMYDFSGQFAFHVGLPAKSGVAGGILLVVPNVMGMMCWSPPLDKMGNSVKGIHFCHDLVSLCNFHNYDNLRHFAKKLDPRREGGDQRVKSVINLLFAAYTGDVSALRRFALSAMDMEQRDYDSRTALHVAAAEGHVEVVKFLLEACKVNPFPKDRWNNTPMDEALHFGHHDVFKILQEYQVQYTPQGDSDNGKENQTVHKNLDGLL
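Glutamate formation by hKGA was monitored fluorometrically using coupled glutamate oxidase, HRP and Amplex Red. Substrate was added as 1 mM L-glutamine solution; incubation was 30 min at RT after an initial read.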
JMJD2A Tudor inh: JMJD2A Tudor domain (human) inhibition | AlphaScreen JMJD2A-Tudor / H3K4me3 peptide binding | 390,000 compounds, 4.4% hits | Potency, µM (top dose mostly 114 µM), without a hit: top-dose activity change, negative = inhibition, usual class: inhibitors; further: on the % scale 0 is the no-effect control and ±100 the full control effect; nearly all actives have a fitted effect of over 50% in size
ERG Ets-DNA blk: inhibitors of human ERG Ets domain-DNA interaction | P11308 | fluorescence polarization, His-ERG Ets domain / labelled DNA | Potency, µM (series often up to 76.9 µM), without a hit: top-dose FP activity, negative = inhibition, most hits filed as inhibitors | 370,000 compounds, 0.028% hits | AID 624246; active means well fitted inhibition curve with a large enough effect in the polarisation, with a control signal flat; inconclusive means small, poorly fitted or top-dose-only effect, or effect the other way, or a change in a side signal; inactive means no such curve, though single readings can be large or run the other way; the % refers to the polarisation;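 further: polarization taken with two DNA probes labelled with fluorescein and Texas red; % of control where 0% means no effect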
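His-tagged ERG Ets domain (1 uM in the protein solution; 300mM KCl, 50mM Tris-HCl, 1mM EDTA, 1mM DTT, pH 7.5) received compound, then a probe mix of 5 nM fluorescein-DNA and 100nM Texas-615-DNA. Fluorescence polarization was read for both dyes.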
Pin1 inh: blocks the human prolyl isomerase Pin1. Pin1 FP peptide displacement, HiFluor488, 10 min. 390,000 compounds, 0.009% hits. Q13526. Potency, µM (series often up to 115 µM), without a hit: at the top dose activity, negative = inhibition, actives largely listed as inhibitors; active means well fitted inhibition curve with a large enough effect in the polarisation, with a control signal flat, not every such curve was filed as active; inconclusive means small, poorly fitted or top-dose-only effect, or effect the other way, or a change in a side signal; inactive means no such curve, though single readings can be large or run the other way; the % refers to the polarisation; further: on the % scale 0 is the no-effect control and ±100 the full control effect
* hit, by the source's call; i = inactive; ? = inconclusive; · = not tested or not shown; & = joins results of further samples; [ ] = dose if it differs, or a comment. Unless noted, the call rests on the fitted dose curve; in most records, active means well fitted curve in the direction sought with a large enough effect; inconclusive means small, poorly fitted or top-dose-only effect, or another doubt; inactive means no such curve, though single readings can be large; an effect the other way counts as inactive or inconclusive. Potency means the concentration at half of the fitted maximal effect. Some of the compounds tested (hit frequency here may not be typical).

SMILES	ALOX12 inh	HP1b chromo inh	rTrxR1 inhibitor	Tb PGK inh	RGS4 inhibitor	GLS inhibitor	JMJD2A Tudor inh	ERG Ets-DNA blk	Pin1 inh
O=C(O)C1CCCN(S(=O)(=O)c2ccc(Cl)s2)C1 (stereo not given)	-1.7%	48.7%[activator]	15.5%	-5.7%	-6.1%	0.2%	2.1%	2.1%	-3.4%
Cc1c(Br)c(C(F)(F)F)nn1CC(=O)NCCN1CCOCC1	-2.7%	23.5%	-16.3%	5.5%	-1.6%	-5.1%	4.7%	·	7.9%
COc1cc(C(=O)OCC(=O)NCC2CCCCC2)ccc1OCC(C)C	6.3%	54.0%[activator]	5.5%[57.1 µM]	i	-26.8%	-12.7%	1.0%	-6.0%	-4.8%
O=C(CCNS(=O)(=O)c1ccccc1C(F)(F)F)Nc1ccncc1	-7.5%	27.3%	11.1%	i	13.5%	1.3%	-7.1%	0.8%	6.6%
Cc1ccc(C(=O)c2cc(C)sc2NC(=O)CN2CCN(C(=O)c3ccco3)CC2)cc1	?	?	?	-6.3%	11.7%[11.4 µM]	-3.9%	?	-5.5%	7.9%
CC1Sc2ccc(S(=O)(=O)CCC(=O)NCc3ccc(Cl)cc3)cc2NC1=O (stereo not given)	-10.6%	29.3%	-3.7%	-18.4%	26.4%[56.9 µM]	-5.8%	-14.2%	1.6%	-3.5%
COc1ccc(C2c3ccc(O)cc3Oc3ncn4nc(-c5ccccn5)nc4c32)cc1 (stereo not given)	26.5%	55.6%[activator]	20.1%	i	-15.9%	-6.6%	-11.3%	-4.1%	30.1%[activator]
Cc1ncc([N+](=O)[O-])n1Cc1ccc(Cl)cc1	33.1%[activator]	72.4%[activator]	17.5%	-0.7%	4.0%[11.4 µM]	1.1%	-6.6%[11.4 µM]	-18.0%	-4.7%
CCCCOC(=O)c1ccc(NC(=O)COC(=O)CN2C(=O)NC3(CCCC3)C2=O)cc1	-11.6%	8.7%	12.7%	-7.7%	-4.6%	2.8%	-13.0%	-1.2%	-4.5%
COc1ccc(/C=C/c2nc3sc4c(c3c(=O)o2)CCC4)cc1	332.4%[activator]	28.8%	0.1%	-8.5%	-8.5%	-6.4%	-14.2%	-11.8%	0.5%
O=C(N/N=C/c1ccccc1)c1ccc(-c2ccccc2)cc1	7.6%	19.6%	12.4%	-0.5%	-2.5%	-4.2%	-9.6%	-5.4%	-1.1%
Cc1cccc(NC(=O)CSc2nnc(NC(=O)C3CCC3)s2)c1	-18.6%	14.6%	6.9%	4.8%	-11.1%	9.3%	1.8%	2.0%	-0.4%
Nc1c(-c2ccc(Cl)cc2)cnn1-c1ccccc1	·	58.8%[activator]	15.5%	-6.5%	-2.0%	-0.8%	-4.8%	3.9%	-3.9%
CCOC(=O)C1=C(CN2CCOCC2)NC(=O)NC1c1cc(C)ccc1C (stereo not given)	-24.2%	20.2%	11.3%	·	24.5%	19.9%	-16.3%	·	0.7%
CC(C)OC(=O)NCCOC(=O)Nc1ccccc1Cl	2.3%	51.6%[activator]	-8.9%	6.0%	2.0%	4.0%	0.0%	-5.3%	-8.4%
COc1ccc2c(c1)c(C(=O)CN1CCN(Cc3ccccc3)CC1)c(C)n2C	0.0%	21.6%	18.2%[57.1 µM]	-3.5%	9.3%	-2.5%	-18.6%	0.2%	-3.3%
CCOc1ccc(/C=C/C(=O)NCCc2ccc(OC)c(OC)c2)cc1	-3.6%	?	-16.4%	5.2%	17.1%	6.2%	-11.3%	-0.8%	-2.6%
CCCN1CCc2c(sc(NC(=O)CCS(=O)(=O)c3ccccc3)c2C(N)=O)C1	171.9%	-5.8%	1.7%	i	-14.6%	29.3%	-10.4%	-29.3%	-4.9%
CCCOc1ccc(Cn2c(C)nc([N+](=O)[O-])c2SCC(O)COC)cc1[N+](=O)[O-] (stereo not given)	-25.6%	7.5%	10.0%	-6.3%	-9.5%	9.0%	-14.5%	1.0%	4.3%
CCCCOc1ccc(C2(C(=O)O)CCCC2)cc1	32.8%[activator]	22.4%	5.9%	-3.6%	-13.0%	5.0%	-10.0%	9.3%	-4.4%
CCOc1ccc(NC(=O)Cn2cc(C(=O)C3CC3)c3ccccc32)cc1	0.3%&-17.4%	-3.0%&36.5%	6.1%&14.5%	3.3%	-2.3%&-17.5%	-2.7%&5.9%	-11.7%&-6.5%	-3.0%&-6.9%	-12.0%&-2.4%
COc1cccc(CN(C)C(=O)c2ccc(OCC(=O)Nc3cccc(C(F)(F)F)c3)c(OC)c2)c1	?	25.8%	9.7%	-5.1%	-11.2%	-3.1%	-13.1%	10.8%	3.1%
CCCCN(C)CCNC(=O)c1cc2cc3ccc(OC)cc3nc2o1	-54.2%	45.4%[activator]	44.7µM*	i	-23.1%	-19.7%	-2.3%	1.2%	-4.4%
Cc1cc2nc(C)n(CCCN)c2cc1C	0.0%	38.5%[activator]	3.5%	-0.4%	-4.2%	·	2.1%	4.4%	-3.4%
COc1cc2[nH]c(=O)n(CCCCCC(=O)NCCc3ccccc3)c(=O)c2cc1OC	-6.7%	29.0%	17.4%[2.29 µM]	i	-16.2%	-3.6%	-2.7%	2.0%	0.1%
CCCn1c(SCc2ccon2)nc2ccccc2c1=O	0.7%	43.8%[activator]	-18.1%	-1.2%	-6.0%	-16.5%	18.5%	5.6%	0.7%
O=C(CCCN1C(=O)NC2(CCCC2)C1=O)Nc1cccc(S(=O)(=O)N2CCOCC2)c1	?	10.8%	4.9%	-4.3%	-7.9%	0.9%	-6.2%	-10.3%	8.7%
COc1ccc(C2=NOC(C(=O)N3CCN(c4ccccc4OC)CC3)C2)cc1 (stereo not given)	-1.8%[57.4 µM]	29.9%	2.1%[57.1 µM]	-6.7%	-3.6%	1.4%	-16.3%	1.3%	2.9%
Cc1ccc(-c2csc3ncnc(Oc4cccc5ccc(C)nc45)c23)cc1	-6.1%	33.1%	19.4%	-3.0%	-10.7%	-6.0%	-19.3%	12.1%	-3.2%
COc1cc(/C=N/NC(=O)CSc2cc(C)c(Br)cc2C)ccc1O	-6.1%	15.1%	-8.6%	1.9%	0.8%	10.5%	1.8%	-10.4%	4.8%
COc1ccc(CCNC(=O)Nc2ccc(F)cc2F)cc1OC	2.1%	6.6%	-1.2%	-10.5%	-13.3%	-1.0%	-8.2%	3.3%	-1.6%
COc1ccccc1NC(=O)/C=C/c1cc([N+](=O)[O-])ccc1OC(F)F	0.0%	68.0%[activator]	12.4%	i	-32.7%[56.9 µM]	-12.8%	-16.9%	-0.8%	4.8%
CSCCC(NS(=O)(=O)c1c(Cl)cccc1Cl)C(=O)O (stereo not given)	-5.8%	12.9%	15.5%	3.7%	53.9%	1.6%	0.7%	2.8%	-4.1%
N#CCc1ccc(NC(=O)CSc2nnc(C3CC3)n2C2CC2)cc1	-25.2%	17.9%	15.4%	-9.0%	-16.1%	2.8%	-19.5%	-1.0%	-0.5%
COCCN(Cc1nc(C(c2ccccc2)c2ccccc2)no1)C(C)C	4.8%	68.8%[activator]	10.4%	-2.9%	3.5%	0.7%	21.2%	17.3%	2.8%
COc1cc(OC)c(NC(=O)CCc2nc(-c3ccc(C)cc3)no2)cc1Cl	0.0%	25.6%	21.2%[57.1 µM]	-4.0%	-29.4%	-0.5%	-20.1%	-7.2%	24.4%
COc1ccc(S(=O)(=O)Nc2cccnc2)c(Cl)c1Cl	-7.0%	29.1%	29.3%[57.1 µM]	-1.5%	11.0%	2.5%	-3.4%	12.8%	3.0%
O=C(O)c1cccc(-c2ccc(/C=c3/sc4nc5ccccc5n4c3=O)o2)c1	0.0%	?	26.1%	?	-45.7%	12.6µM*	22.4µM*	-4.5%	?
O=C(Nc1cccc2ccccc12)c1cccc(F)c1	6.5%	31.1%	12.7%	-5.0%	-0.4%	-1.9%	-13.4%	-7.5%	1.2%
COc1ccc(-n2c(C)n[nH]c2=O)cc1	0.2%	5.4%	-6.9%	-3.3%	7.2%	-0.6%	?	2.5%	-6.1%
CCN(CC)C(=O)CSc1nc2cc3c(cc2c(=O)n1CCCCCC(=O)NCCc1ccc(OC)c(OC)c1)OCO3	-17.2%	22.5%	6.0%[57.1 µM]	i	38.2%	2.2%	-12.3%	-1.1%	?
CCN(CC(=O)NC1CCS(=O)(=O)C1)S(=O)(=O)c1ccccc1Cl (stereo not given)	27.2%	31.7%	22.6%	-6.6%	6.8%	4.1%	-7.6%	4.3%	-2.6%
COC(=O)c1cc(OC)c(OC)cc1NCC(=O)Nc1ccc(C)cc1	1.4%	?	-18.9%	-4.5%	-7.3%	18.8%	-31.3%	-4.6%	-3.5%
CCc1ccc(C(=O)NC2=NC(c3cc(OC)ccc3OC)CC(=O)N2)cc1 (stereo not given)	4.0%	27.5%	14.5%	-4.3%	-27.3%	-0.6%	3.1%	2.7%	0.9%
Cc1[nH][nH]c(=O)c1C(c1ccc(-c2cccc(Cl)c2)o1)c1c(C)[nH][nH]c1=O	·	?	?	-6.0%	?	0.0%	44.7µM*	-2.3%	?

A different layout for part of the listing above.
Results follow in this order: ALOX12 inh, HP1b chromo inh, rTrxR1 inhibitor, Tb PGK inh, RGS4 inhibitor, GLS inhibitor, JMJD2A Tudor inh, ERG Ets-DNA blk, Pin1 inh
CCc1ccc(C(=O)NC2=NC(c3cc(OC)ccc3OC)CC(=O)N2)cc1 (stereo not given)
→ 4.0%, 27.5%, 14.5%, -4.3%, -27.3%, -0.6%, 3.1%, 2.7%, 0.9%
Cc1[nH][nH]c(=O)c1C(c1ccc(-c2cccc(Cl)c2)o1)c1c(C)[nH][nH]c1=O
→ ·, ?, ?, -6.0%, ?, 0.0%, 44.7µM*, -2.3%, ?
